Source: PubChem (University of Kansas High Throughput Screening Laboratory)
mHTT-CaM PPI inh: disrupts binding of mutant huntingtin to calmodulin; P42858; AlphaScreen His-mHTT/GST-CaM binding, luminescence; inhibition, % at 15 µM; 3.6% of 190,000 active;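 note: 0% = both proteins with DMSO and 100% = one protein alone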
Pf apPOL inh: Pf-apPOL DNA polymerase inhibition. Recombinant Pf-apPOL, molecular beacon fluorescence, 1.5 h. inhibition, % at 10 µM. 0.25% of 210,000 active. AID 1794808
The depositor's hits bear a star; / = no result given; & = joins results of further samples. Cut-off read from the data, not from the text of the source: active = inhibition above about 50%; inactive = the rest. This is a subset; rates above refer to the full screens.

SMILES	mHTT-CaM PPI inh	Pf apPOL inh
O=C1c2ccccc2C(=O)N1c1cscc1S(=O)(=O)c1ccc(Cl)cc1	/	-6
COc1cc(C=O)ccc1OCCOc1cccc(Cl)c1	-29	0
Cc1ccc(-c2cc(C(F)F)n3ncc(C(=O)N4CCN5CCCC5C4)c3n2)cc1 (configuration not stated)	11	1
Cc1cccc(N2CCN(C(=O)CCc3ccccc3)C(C)C2=O)c1C (configuration not stated)	11	-2
CCc1cc(C2CCCN2C(=O)c2c(Cl)cnn2C)on1 (configuration not stated)	-8	-3
CCc1nc2c(n1C)CN(CC(=O)NC1CCN(Cc3ccccc3)CC1)CC2	14	-2
CCCN(CCC)C(=O)Cn1c(=O)n(CCC(=O)NCc2ccccc2)c(=O)c2sccc21	0	-3
CCNC(=O)C1CC(c2ccc(F)c(C)c2)CN(C(=O)C2CC2)C1 (configuration not stated)	2	-4
Cc1ncc(CO)c2cc(C(=O)Nc3cc(Cl)ccc3Cl)c(=N)oc12	0	-1
CC(=O)c1c(C)nc(-c2ccc([N+](=O)[O-])cc2)nc1N	8	-2

The closing 4 entries of the part above come first, to join the parts.
SMILES	mHTT-CaM PPI inh	Pf apPOL inh
CCCN(CCC)C(=O)Cn1c(=O)n(CCC(=O)NCc2ccccc2)c(=O)c2sccc21	0	-3
CCNC(=O)C1CC(c2ccc(F)c(C)c2)CN(C(=O)C2CC2)C1 (configuration not stated)	2	-4
Cc1ncc(CO)c2cc(C(=O)Nc3cc(Cl)ccc3Cl)c(=N)oc12	0	-1
CC(=O)c1c(C)nc(-c2ccc([N+](=O)[O-])cc2)nc1N	8	-2
O=C(C=Cc1ccccc1F)c1cc([N+](=O)[O-])ccc1O	12	4
Cc1ccccc1-n1nc2c(c1NC(=O)c1cccc(F)c1)CS(=O)C2 (configuration not stated)	3	1
O=C(Oc1ccc2c(=O)c(-c3ccccc3)coc2c1)C1CCCCC1	-3	-1
O=C(NCCc1cccs1)C1CCN(c2cc(N3CCSCC3)ncn2)CC1	1	-5
COc1ccc(N(C)C(=O)c2cc3cc4cc(OC)ccc4nc3s2)c(OC)c1	38	2
COc1ccc(-n2nc3c(c2NC(=O)c2ccccc2F)CS(=O)(=O)C3)cc1	-2	-8
Cn1cccc1C(CNS(=O)(=O)c1ccc2c(c1)OCCO2)N1CCOCC1 (configuration not stated)	-13	-10
Cc1ccc(C2=NN(S(=O)(=O)c3ccccc3)C(c3ccccc3F)C2)cc1 (configuration not stated)	2	7
Cc1nn(C)c2ncc(C(=O)NCc3ccccc3)c(NCc3ccccc3)c12	2	-4
O=C(Cc1cccc(F)c1)N1CCc2[nH]cnc2C1c1ccncc1 (configuration not stated)	1	1
Cc1ccc(C2=NNC3(CC4CC3C3CCCC43)S2)cc1 (configuration not stated)	-52	1
CCc1nnc(NC(=O)c2ccc(C)c(S(=O)(=O)N3CCCC3)c2)s1	-1	-4
CS(=O)(=O)NCCSc1ccc(Cl)cc1	-7&-7	-4
COc1cccc2cc(-c3cc(=O)oc4ccc(OCC(=O)OC(C)(C)C)cc34)oc12	-4	-5
COc1ccc(N=c2scc(-c3ccc(Br)cc3)n2CCO)cc1	59*	5
CCOC(=O)COc1ccc2c(=O)c(Oc3ccc(OC)cc3)c(C)oc2c1	-7	-2
O=C(Cn1cnc2c(sc3cccc(Cl)c32)c1=O)Nc1ccccc1C(F)(F)F	3	11
Cc1ccc(C)c(NC(=O)CSc2nc(N)c(C#N)cc2C#N)c1	41	6
Cn1c(Sc2n[nH]c(N)n2)nnc1[N+](=O)[O-]	0	/
COc1cccc(S(=O)(=O)N2CCC(c3nc(C(=O)N4CCOCC4)c(C)o3)CC2)c1	5	0
O=C(NCc1ccccc1Cl)c1ccc(-n2nc(N3CCCC3)ccc2=O)cc1	1	4
O=C(c1ccccc1Br)N1CCC(c2ccccc2)C1 (configuration not stated)	-5	0
CCOc1ccccc1CN1CCC(C(=O)N2CCN(Cc3ccccc3)CC2)CC1	3	-2
Cc1ccc(S(=O)(=O)NC(=S)NNC(C)(C)C)cc1	/	5
O=C1C2C3C=CC(C4CC34)C2C(=O)N1CCO (configuration not stated)	-2	1
CCOC(=O)c1cc(-c2ccccc2)sc1NC(=O)CSc1nc2ccccc2s1	/	2
CCC(=O)N1CCN(c2ccc(NC(=O)c3cc(F)cc(F)c3)cn2)CC1	-6	-1
Cc1ccc(C2=N/C(=C/c3cc4c(cc3Cl)OCO4)C(=O)O2)cc1	-2	8
CC(=O)Nc1ccc(C(=O)N2CCCC(c3nc(-c4ccc(NC(C)=O)cc4)no3)C2)cc1 (configuration not stated)	-5	-1
O=C(NCc1ccccc1)c1cc2cn(C3CC3)cc2s1	42	18
O=C(CN1C(=O)/C(=C/c2cccc(Cl)c2)Sc2ccccc21)N1CCCC1	28	2
Brc1cccc(OCCCCN2CCCC2)c1	-1	-17
COc1cc(CN2CCc3nc(Nc4ccccc4)ncc3C2)cc(OC)c1OC	45	0
O=C(NCc1ccco1)c1ccc2snnc2c1	3	-6
O=C(Cn1[nH]c2c(cnc3ccc(Cl)cc32)c1=O)Nc1cccc(Cl)c1	21	0
CC(=O)NCCc1csc(C2CCCN(C(=O)c3cc(C)cc(C)c3)C2)n1 (configuration not stated)	19	-5
COc1ccccc1NC(=O)c1c(NCc2ccc(OC)c(OC)c2)sc2c1CCC2	27	-15
COc1ccc(/C=c2\sc3nncn3c2=O)cc1	4	-1
COc1ccc(-n2nc3c(c2NC(=O)C(C)(C)C)CS(=O)C3)cc1 (configuration not stated)	-1	-2
CC(=O)SC[C@@H](C)C(=O)N1CCC[C@H]1C(=O)O	-7	/

By substructure: those above with bromine.
SMILES	mHTT-CaM PPI inh	Pf apPOL inh
COc1ccc(N=c2scc(-c3ccc(Br)cc3)n2CCO)cc1	59*	5
O=C(c1ccccc1Br)N1CCC(c2ccccc2)C1 (configuration not stated)	-5	0
Brc1cccc(OCCCCN2CCCC2)c1	-1	-17

Other structures:
SMILES	mHTT-CaM PPI inh	Pf apPOL inh
CCn1cc(C(=O)NCc2ccccn2)c2n[nH]c(=O)c-2c1	30	-11
O=C(CN1C(=O)C2CCCCC2C1=O)Nc1ccc(S(=O)(=O)Nc2ncccn2)cc1 (configuration not stated)	1	-5
CC(=O)C[C@H]1c2cc(F)cc(F)c2S(=O)(=O)N1C1CCN(Cc2ccccc2)CC1	7	-6
Cc1nc2ccc(S(=O)(=O)NCCn3nc(-c4cccs4)ccc3=O)cc2s1	-19	-8
CC(=O)Nc1ccc(NC(=O)COc2ccc(Br)cc2C)cc1	11	0
COc1cc(OC)cc(C2=Cc3ccccc3C(CC(=O)c3ccco3)N2c2ccc(-c3ccc(C(N)=O)cc3)cc2)c1 (configuration not stated)	100*	2
C/C(=C\C(=O)c1cccn(Cc2ccccc2)c1=O)c1cccn(Cc2ccccc2)c1=O	-3	-18
CCCCC(C(=O)O)N1C(=O)C2C3C=CC(C4CC34)C2C1=O (configuration not stated)	-3	-1
CC(C)CNC(=O)c1cccc(C2CCCN(C(=O)NC(C)C)C2)c1 (configuration not stated)	2	2
COc1cccc(C2CC(c3cccc(OC)c3OC)n3nnnc3N2)c1 (configuration not stated)	6	6
O=C(CNCc1ccccc1)NCC12CC3CC(CC(C3)C1)C2	5	-1
NC(=NOC(=O)c1ncc(C(F)(F)F)cc1Cl)c1ccc(C(F)(F)F)cn1	/	2
COC(=O)c1cc(Nc2ccc(N(C)C)cc2)c2cc(F)ccc2n1	22	-10
COc1ccccc1N(CC(=O)Nc1ccccc1C(F)(F)F)S(=O)(=O)c1ccc(C)cc1	-10	-6
CC(=O)c1ccc(NC(=O)c2ccc(NC(=O)C3COc4ccccc4O3)cc2)cc1 (configuration not stated)	9	-5
CCOCCCNC(=O)c1c[nH]c2ccc(S(=O)(=O)N(C)c3ccc(C)c(C)c3)cc2c1=O	23	-20
CN(C)c1ccc(N2CCN(C(=O)c3ccc(S(N)(=O)=O)cc3)CC2)nn1	8	-5
CCC(=O)Nc1cccc(-c2noc(C3CCCN(C(=O)Cc4cccc(F)c4)C3)n2)c1 (configuration not stated)	7	3
CC1CC(=O)C2=C(C1)OC(N)=C(C#N)C2c1ccc(F)c(F)c1 (configuration not stated)	-5	-4
COc1ccc(-c2cc(C(F)(F)F)n3nc(C(=O)NCc4cccs4)cc3n2)cc1OC	-8	-6
O=S(=O)(Nc1c(Cl)cc(Cl)c2cccnc12)c1ccccc1	0	-4
O=C(Nc1cccc(C(=O)Nc2ccccc2Cl)c1)c1ccc([N+](=O)[O-])cc1	10	-2
O=C(c1cn2ccnc(-c3ccccc3)c2n1)N1CCCCCC1	2	4
COc1ccc(C(=O)N2CCN(S(=O)(=O)c3ccc(Cl)cc3)CC2)cc1OC	10	-3
O=C(CSc1nc2ccccc2s1)N1CCN(c2ncc(C(F)(F)F)cc2Cl)CC1	/	-14
O=C1S/C(=C\c2ccc(F)cc2)C(=O)N1CNc1ccc(Cl)cc1	27	-3
O=C1c2cccc3c(Sc4ccccc4)ccc(c23)C(=O)N1CCc1ccccn1	/	-6&-9
COc1cc(Cl)ccc1C(=O)N1CCc2nc3cc[nH]n3c(=O)c2C1	21	-3
N#CC(=C1SCCS1)S(=O)(=O)Cc1ccco1	/	-5
CCN1CCN(C(=O)C2CCCN(c3ncnc4c3nc3n4CCCCC3)C2)CC1 (configuration not stated)	-2	4

Single records, from the list above.
COc1ccc(C(=O)N2CCN(S(=O)(=O)c3ccc(Cl)cc3)CC2)cc1OC reads mHTT-CaM PPI inh = 10; Pf apPOL inh = -3
O=C1c2cccc3c(Sc4ccccc4)ccc(c23)C(=O)N1CCc1ccccn1 reads mHTT-CaM PPI inh = /; Pf apPOL inh = -6&-9
O=C1S/C(=C\c2ccc(F)cc2)C(=O)N1CNc1ccc(Cl)cc1 reads mHTT-CaM PPI inh = 27; Pf apPOL inh = -3

(more compounds)
SMILES	mHTT-CaM PPI inh	Pf apPOL inh
COc1cccc(-n2cc(C(=O)NCCC(=O)NC3CCCC(C)C3C)c3ccccc3c2=O)c1 (configuration not stated)	1	0
O=C(c1ccco1)N1CCN(C(=O)c2coc(=O)c3ccccc23)CC1	-3	-1
Cc1ccc(S(=O)(=O)N2CCC(C(=O)N3CCOCC3)CC2)cc1	-2	-15
Cc1nnsc1C(=O)NCc1csc(-c2cccs2)n1	/	-17
C=CCOc1ccc(C(=O)Nc2sc3c(c2C(=O)NCC)CCCC3)cc1	-2	-6
O=C(COc1ccc(Br)cc1Cl)N1CCN(c2ccccn2)CC1	3	5
COc1ccc(CC(=O)NCc2cc(-c3ccco3)on2)cc1OC	-2	-5
COc1ccc(OC)c(NC(=O)C2CCc3sc(C(=O)N4CCCCC4)cc3C2)c1 (configuration not stated)	27	0
Cc1cc(OCC(O)CNCc2ccco2)ccc1Cl (configuration not stated)	-15	-12
Nc1ncnc(N2CCCc3ccccc32)c1[N+](=O)[O-]	5	-1
O=C(NCCN1CCCC1)c1cn2cc(-c3cccc(C(F)(F)F)c3)ccc2n1	17	3
CCOc1cccc(OCCCCN2CCN(C)CC2)c1	4	-28
O=C(NNC(=O)c1cccs1)c1csc(COc2ccccc2Cl)n1	/	-280
O=c1c2ccccc2nnn1CSc1ccc(Cl)cc1	-53	-1
O=c1ncn(Cc2ccccn2)cc1-c1ccccc1	/	-1
Cc1ccccc1C(=O)N1CCCC(c2ccnc(-c3cccc(F)c3)n2)C1 (configuration not stated)	47	-1
CC(C)(CC(=O)NCc1ccc(Cl)cc1)CC1=NS(=O)(=O)c2ccccc2N1	24	-4
CN1C(=O)NC2(CCN(CC(=O)N3CCCc4ccccc43)CC2)C1=O	-4	-1
NC(=NO)c1ccc(Oc2ccc(C3SCCS3)cc2)c([N+](=O)[O-])c1	/	-20
Cn1c(CNC2CCCCC2)nc2ccccc21	3	-2
O=C1C(c2ccncc2)N(c2ccc3c(c2)OCCO3)C(=O)CN1c1ccccc1 (configuration not stated)	7	-1
O=C(Cc1cccc2ccccc12)Nc1nnc(-c2cccc([N+](=O)[O-])c2)s1	-15	-3
COc1ccc(C2CC(c3ccc(I)cc3)Nc3ncnn32)cc1 (configuration not stated)	34	3
COc1ccccc1NC(=O)CSc1nc2c(c(=O)n1Cc1ccccc1)SC(C)C2 (configuration not stated)	20	16
COc1ccc(-c2nnc(N3CCC(C(=O)Nc4ccc(OC)cc4OC)CC3)o2)cc1	17	2
CCC1CCCCN1C(=O)c1nn2c(c1Cl)NC(c1ccccc1)CC2C(F)(F)F (configuration not stated)	87*	-6
CCN1C(=O)C(C)(C)COc2cc(NC(=O)c3ccsc3)ccc21	-16	-7
COCCCN1C(=O)C(=O)C(=C(O)c2ccc(OC)c(C)c2)C1c1cc(OC)ccc1OC (configuration not stated)	36	-4
Cc1ccccc1C1CN(C(=O)c2ccc3c(c2)OCO3)CC1C(=O)NCC(C)C (configuration not stated)	14	-8
COc1ccc(C2SC(C)C(=O)N2c2ccc(Br)cc2)cc1 (configuration not stated)	-19	2
COC(=O)C=CC(=O)Nc1ccc(O)c(C(=O)O)c1	-4	9
COCc1cc(=O)n2[nH]c(NC(C)=O)nc2n1	-3	/
C=CCOc1ccc(C(=O)N2CCCCC2CCN2CCCC2)cc1 (configuration not stated)	6	-14
O=C(O)CCCN1C(=O)C(=Cc2cccc3ccccc23)SC1=S	40	-17
Cc1cccc([C@H]2[C@@H]3C=CC(C)C[C@@H]3C(=O)N2Cc2ccccc2)c1 (some centres not stated)	66*	-7
Cc1cc(C)cc(NC(=O)N2CCNC(=O)C2CC(=O)Nc2cc(Cl)ccc2Cl)c1 (configuration not stated)	/	-7
NC(=O)c1ccc(NC(=O)c2cccc(Br)c2)cc1	4	-2
FC(F)(F)COc1nc(NCCOC23CC4CC(CC(C4)C2)C3)nc(N2CCCCC2)n1	-12	/
